# TRb SRC2 PPI = TRbeta-SRC2 interaction inhibition; P10828; TRbeta-SRC2 peptide binding, fluorescence polarization; receptor liganded with 1 µM T3; Potency, µM (top dose mostly 106 µM), for the others: at the highest dose activity change, negative = inhibition, most hits filed as inhibitors; hit rate 0.065% among 280,000;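 also: plate controls were bound peptide for no effect and peptide without receptor for full effect; nearly all actives have a fitted effect of over 50% in size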
# Target sequence (P10828 whole entry, looked up): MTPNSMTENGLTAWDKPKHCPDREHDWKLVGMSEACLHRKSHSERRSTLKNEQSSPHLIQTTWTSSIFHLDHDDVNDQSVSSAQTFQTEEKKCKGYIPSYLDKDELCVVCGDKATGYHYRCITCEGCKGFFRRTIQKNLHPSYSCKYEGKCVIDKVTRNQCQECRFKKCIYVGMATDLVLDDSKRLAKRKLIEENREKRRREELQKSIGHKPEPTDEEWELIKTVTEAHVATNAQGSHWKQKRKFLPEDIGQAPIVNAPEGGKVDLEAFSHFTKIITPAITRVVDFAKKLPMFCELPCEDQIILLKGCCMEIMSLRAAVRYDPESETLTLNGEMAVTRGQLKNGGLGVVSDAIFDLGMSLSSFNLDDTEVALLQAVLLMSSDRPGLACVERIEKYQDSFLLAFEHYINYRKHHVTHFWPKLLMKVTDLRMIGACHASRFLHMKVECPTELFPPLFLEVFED
#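 Each compound concentration gave % activity, normalized to unbound and bound Texas Red SRC2 controls, from polarization read after 5 hr ambient incubation with T3-loaded human TRb LBD.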
# TR SRC2 fluor cs = counter-screen for TRb-SRC2 inhibitors: fluorescence interference | TRb/SRC2 Texas Red total fluorescence interference | Potency, µM (titrated, usually from 106 µM), inactives show at the highest dose fluorescence change, negative = quenching | hit rate 0.29% among 280,000; active = well fitted curve in either direction with a large enough effect; inconclusive = small, poorly fitted or top-dose-only effect
#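 Human TRβ ligand-binding domain (0.6 uM) and Texas Red SRC2 peptide (20 nM) in Tris buffer with 1 uM T3 and 5% DMSO were incubated with pinned compound for 5 hr at ambient temperature. Total fluorescence was computed as S + 2P (555/632 nm).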
# GAA glycogen mod = alters human alpha-glucosidase cleavage of glycogen; hit rate 0.38% among 300,000; recombinant GAA, glycogen substrate, Amplex Red glucose oxidase fluorescence; Potency, µM (highest dose often 76.4 µM), inactives show at the top dose activity change, negative = inhibition, most hits filed as inhibitors;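 also: 0% = full enzyme reaction and -100% = no-enzyme basal signal; the screen sought inhibitors and activators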
#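 Recombinant human enzyme (4 nM); glycogen substrate; 37 C, 40 min, pH 5.0. Readout: coupled glucose oxidase/Amplex Red fluorescence.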
# Active calls of the source: *; ? = inconclusive; [ ] = dose if it differs, or a comment. Unless noted, calls follow the shape of the dose curve; as a rule, active = well fitted curve in the direction sought with a large enough effect; inconclusive = small, poorly fitted or top-dose-only effect, or another doubt; inactive = no such curve, though single readings can be large; an effect the other way counts as inactive or inconclusive. Unless noted, % is scaled to controls: 0 for no effect and ±100 for the full control effect; potency is read from the fitted curve at half-maximal effect. An excerpt (hit frequency here may not be typical).
Molecule	TR SRC2 fluor cs	TRb SRC2 PPI	GAA glycogen mod
Cc1ccc(-c2nc3ccccn3c2Nc2c(C)cccc2C)o1	-1.2%	2.1%	?
CCN(CC)S(=O)(=O)c1ccc2oc(C(=O)NCc3ccccc3OC)c(C)c2c1	-2.4%	-2.5%	-10.1%[76.3 µM]
Cc1ccc(C(=O)c2oc3ccccc3c2NC(=O)COc2ccccc2C)cc1	3.1%	2.8%	-10.2%[76.3 µM]
CCc1ccccc1OCC(=O)Nc1ccc(S(=O)(=O)Nc2nc(C)cc(C)n2)cc1	-22.4%	4.4%	4.0%[76.3 µM]
COc1ccccc1NC(=O)CN1C(=O)C(c2ccc(F)cc2)=NC1(C)C	-0.7%	-0.8%	13.8%[76.3 µM]
Cc1nn(-c2ccccc2)c2c1cc1c(=O)[nH]c(=O)nc-1n2-c1cccc(C(F)(F)F)c1	-0.7%	-0.6%	0.8%[76.3 µM]
Cc1ccc(-n2c(=O)c3c4c(sc3n(CC(=O)Nc3ccccc3C)c2=O)CCCCC4)cc1C	?	-10.6%	-2.6%[76.3 µM]
Cc1ccc(OCCn2c(C3CC(=O)N(Cc4ccc(F)cc4)C3)nc3ccccc32)c(C)c1 (stereo unspecified)	-2.2%	0.4%	-5.6%[76.3 µM]
Cc1ccc(C)c(NC(=O)C(NS(=O)(=O)c2ccc3c(c2)CCC(=O)N3)c2ccccc2)c1 (stereo unspecified)	-1.3%	4.0%	-1.2%[76.3 µM]
COCCCN1C(=O)c2ccccc2CC1(C)C(=O)NC1CCCCC1 (stereo unspecified)	1.4%	5.5%	15.4%[76.3 µM]
COc1cccc(-c2ccnc3c(-c4ccc(F)cc4)c(C)nn23)c1	-1.4%	1.0%	-2.1%[76.3 µM]
CCc1ccc(CNC(=O)CN2C(=O)c3cccnc3Oc3ccc(C)cc32)cc1	5.5%	3.8%	-9.0%[76.3 µM]

Molecule	TR SRC2 fluor cs	TRb SRC2 PPI	GAA glycogen mod
COc1ccc(CCNC(=O)c2nn(C)c3c2CSc2ccccc2-3)cc1OC	0.4%	-1.0%	-0.1%[76.3 µM]
COc1cc(C(=O)Nc2ccccc2-c2nc(-c3ccccc3)no2)cc(OC)c1OC	-2.3%	-3.0%	-5.0%[76.3 µM]
CCCNC(=O)C1CCN(c2cc(C)nc3c(-c4ccc(OC)c(OC)c4)c(C)nn23)CC1	-2.5%	-2.1%	-11.6%[76.3 µM]
O=C(CSc1oc(-c2ccco2)nc1S(=O)(=O)c1ccc(Br)cc1)c1ccc(Cl)cc1	0.9%	2.6%	-9.6%[76.3 µM]
COc1ccc(-c2[nH]ncc2C(=O)NCc2cccc(Cl)c2)cc1	-9.3%	-1.0%	-1.6%[76.3 µM]
CCC(C(=O)NC1CCC(C)CC1)n1nc(C)c2sc3ccccc3c2c1=O (stereo unspecified)	0.7%	3.8%	15.1%[76.3 µM]
COc1ccc(CC(=O)N2CC(=O)Nc3ccc(Br)cc3C2c2ccc(F)cc2)cc1OC (stereo unspecified)	0.3%	-0.1%	-6.1%[76.3 µM]
Cc1ccc(CNC(=O)CN(c2cc(C)cc(C)c2)S(=O)(=O)c2c(C)noc2C)cc1	-2.1%	-9.6%	0.0%[76.3 µM]
O=C(Cn1cc(S(=O)(=O)c2ccccc2)c(=O)c2cc3c(cc21)OCO3)Nc1ccccc1	1.0%	-4.6%	-6.3%[76.3 µM]
COc1cc(OC)cc(-c2nc3nc(C)c(CCC(=O)Nc4ccc(F)cc4F)c(C)n3n2)c1	?	-7.0%	1.1%[76.3 µM]
COc1ccc(-c2noc(CN(C(=O)COc3cc(C)c(Br)c(C)c3)C(C)C)n2)cc1	1.2%	0.9%	-12.5%[76.3 µM]
O=C(Cn1c(=O)n(-c2ccccc2)c(=O)c2ccc(C(=O)NCc3ccc4c(c3)OCO4)cc21)Nc1ccc(Br)cc1	0.1%	-8.0%	15.4%[76.3 µM]

# Entries of single compounds, quoted from the list:
# COc1ccccc1NC(=O)CN1C(=O)C(c2ccc(F)cc2)=NC1(C)C reads TR SRC2 fluor cs = -0.7%; TRb SRC2 PPI = -0.8%; GAA glycogen mod = 13.8%[76.3 µM]
# Cc1nn(-c2ccccc2)c2c1cc1c(=O)[nH]c(=O)nc-1n2-c1cccc(C(F)(F)F)c1 reads TR SRC2 fluor cs = -0.7%; TRb SRC2 PPI = -0.6%; GAA glycogen mod = 0.8%[76.3 µM]
# COc1ccc(-c2[nH]ncc2C(=O)NCc2cccc(Cl)c2)cc1 reads TR SRC2 fluor cs = -9.3%; TRb SRC2 PPI = -1.0%; GAA glycogen mod = -1.6%[76.3 µM]

# (next part)
Molecule	TR SRC2 fluor cs	TRb SRC2 PPI	GAA glycogen mod
CCn1c(=O)cc(OCC(=O)Nc2cc(Cl)c(OC)cc2OC)c2ccccc21	-3.2%	-10.0%	18.5%[76.3 µM]
Cc1ccc(OCC(=O)NCC2(N3CCN(C)CC3)CCCCC2)cc1	7.5%	-1.8%	4.6%[76.3 µM]
Cc1c(Cl)cccc1NC(=O)c1ccc2snnc2c1	-1.3%	-1.0%	-4.4%[76.3 µM]
Cc1ccc(C)c(OCCn2cc(C(=O)c3ccco3)c3ccccc32)c1	6.2%	12.5%	-0.2%[76.3 µM]
O=C(Nc1nc2n(n1)C(c1ccc(F)cc1)C=C(c1ccccc1)N2)c1cccc([N+](=O)[O-])c1 (stereo unspecified)	-0.6%	4.1%	-2.4%[76.3 µM]
CCN(CCCNC(=O)Cn1ncc2c([nH]c3ccc(C)cc32)c1=O)c1ccccc1	?	-19.4%	-5.3%[76.3 µM]
COc1cccc(NC(=O)Nc2cccc(-c3cn4cccnc4n3)c2)c1	4.8%	6.3%	10.9%[76.3 µM]
O=C(c1ccc2c(c1)N(Cc1ccccc1F)C(=O)c1ccccc1S2(=O)=O)N1CCCC1	0.2%	-6.2%	11.4%[76.3 µM]
CCOc1ccc(-c2nc3c(c(SCC(=O)N4CCCCC4)n2)Cc2cc(C)ccc2O3)cc1	0.1%	-8.9%	8.4%[76.3 µM]
CCOc1ccc(NC(=O)CCc2c(C)nc3nc(-c4cc(OC)cc(OC)c4)nn3c2C)cc1	-2.0%	2.5%	-2.3%[76.3 µM]
COc1ccc(N2CCN(C(=O)CN3C(=O)COc4ccc(S(=O)(=O)N5CCC(C)CC5)cc43)CC2)cc1	-1.8%	-2.2%	-3.3%[76.3 µM]
COc1ccccc1NC(=O)c1c(NC(=O)c2ccccc2Cl)sc2c1CCC2	?	-5.5%	-17.8%[76.3 µM]

Molecule	TR SRC2 fluor cs	TRb SRC2 PPI	GAA glycogen mod
CN1C(=O)Cc2cc(S(=O)(=O)N3CCN(c4cccc(C(F)(F)F)c4)CC3)ccc21	1.3%	-1.1%	-11.9%[76.3 µM]
CCCCNc1nc(Oc2ccc(=O)n(-c3ccccc3)n2)nc(N(CC)CC)n1	-3.4%	3.5%	-28.4%[76.3 µM]
COc1ccc(-n2nc(C(=O)N(C)c3cccc(C(F)(F)F)c3)c3c4ccccc4n(C)c3c2=O)cc1	-0.9%	1.2%	-10.3%[76.3 µM]
Cc1ccc(NC(=O)C2CCCN(S(=O)(=O)c3c(C)n[nH]c3C)C2)c(C)c1 (stereo unspecified)	-0.4%	1.7%	19.8%[76.3 µM]
CCCCCOc1ccc(/C=C/C(=O)Nc2sc(C)c(C)c2C(=O)OCC)cc1OC	4.8%	-10.2%	0.2%[76.3 µM]
Cc1c(C(=O)OCC2CCCCC2)[nH]c2c1C(=O)CC(c1ccccc1Cl)C2 (stereo unspecified)	-1.5%	3.5%	-9.7%[76.3 µM]
COc1ccc2oc(=O)c(C(=O)Nc3cccc(C(=O)O)c3)cc2c1	-3.9%	5.6%	-8.5%[76.3 µM]
CCOC(=O)c1cc2c(=O)n3ccccc3nc2n(Cc2ccco2)c1=NC(=O)c1ccccc1Br	-4.5%	4.7%	-8.1%[76.3 µM]
CCC(=O)N1CCc2cc(S(=O)(=O)NCCC(=O)Nc3ccc(C)cc3C)ccc21	1.3%	-3.2%	-11.9%[76.3 µM]
Cn1c(=O)oc2cc(S(=O)(=O)N3CCCC(C(=O)NCCc4ccccc4)C3)ccc21 (stereo unspecified)	-0.5%	-3.2%	-11.9%[76.3 µM]
CCn1c(=O)n(-c2cccc(Cl)c2)c(=O)c2sc3ccccc3c21	-0.4%	-5.2%	-6.7%[76.3 µM]
CC(=O)Nc1ccc(NC(=O)c2nc(S(=O)(=O)Cc3ccc(F)cc3)ncc2Cl)cc1	-1.5%	-2.4%	8.3%[76.3 µM]

Molecule	TR SRC2 fluor cs	TRb SRC2 PPI	GAA glycogen mod
COc1ccc(C2(CNC(=O)C(=O)Nc3ccccc3C)CCCC2)cc1OC	-0.4%	0.5%	6.4%[76.3 µM]
CCOc1ccc(-c2cc3c(=O)n(Cc4nc(-c5ccccc5OCC)oc4C)ccn3n2)cc1Cl	-4.1%	1.7%	-16.2%[76.3 µM]
COc1cc2ccccc2cc1C(=O)Nc1ccc2oc(-c3ccc(Cl)cc3)nc2c1	3.5%	-1.5%	-4.7%[76.3 µM]
COc1ccc(Nc2ncc(C(=O)N3CCN(c4cccc(Cl)c4)CC3)c3ccccc23)cc1	-2.0%	-0.5%	-0.1%[76.3 µM]
Cc1ccc(NC(=O)Cn2c(=O)n(Cc3ccc4c(c3)OCO4)c(=O)c3ccc(C(=O)NC4CCCCC4)cc32)c(C)c1	-0.5%	-2.4%	-22.2%[76.3 µM]
COc1cccc(C(=O)c2sc3nc(-c4ccccc4)cc(C(F)(F)F)c3c2N)c1	2.0%	1.8%	11.5%[76.3 µM]
CCc1ccc(CNC(=O)c2ccc(CSc3nc4ccncc4n3Cc3ccccc3)cc2)cc1	-7.2%	1.4%	-0.5%[76.3 µM]
CNC(=O)c1ccc(CSc2nc3cccnc3n2Cc2cccc(F)c2)cc1	6.3%	-2.1%	-12.9%[76.3 µM]
Cc1ccc(CNC(=O)CN(c2ccc(Cl)cc2Cl)S(=O)(=O)c2ccccc2)cc1	?	1.7%	-15.2%[76.3 µM]
C#CCn1c(C2CC(=O)N(c3ccc(OCC)cc3)C2)nc2ccccc21 (stereo unspecified)	3.6%	1.2%	-2.5%[76.3 µM]
CC(=O)N1c2ccccc2C(C)(c2ccc(C)cc2)CC1(C)C (stereo unspecified)	-0.1%	4.6%	6.6%[76.3 µM]
CC(=O)c1c(C)n(-c2ccc(C)cc2)c2ccc(OC(=O)COc3ccccc3)cc12	-4.4%	10.5%	-11.9%[76.3 µM]

Molecule	TR SRC2 fluor cs	TRb SRC2 PPI	GAA glycogen mod
CC(Sc1ncc(S(=O)(=O)c2ccc(C(C)C)cc2)c(N)n1)C(=O)Nc1ccccc1 (stereo unspecified)	5.0%	6.0%	-12.8%[76.3 µM]
CCc1ccc(NC(=O)C2CCN(S(=O)(=O)c3c(C)noc3/C=C/c3ccco3)CC2)cc1	-0.1%	-4.0%	1.3%[76.3 µM]
CCOC(=O)c1ccc(NC(=O)c2c(-c3c(F)cccc3Cl)noc2C)cc1	-4.2%	10.8%	3.9%[76.3 µM]
Cc1ccc(C2=Nc3ccccc3N=C(c3ccc(F)cc3)C2)c(O)c1	5.5%	-3.4%	13.7%[76.3 µM]
COc1ccc(-c2nc3ccccc3s2)cc1NC(=O)c1ccc(F)cc1	1.3%	8.6%	0.7%[76.3 µM]
CCSc1nc2sc3c(c2c(=O)n1-c1ccc(C)c(Cl)c1)CCN(C(C)=O)C3	-2.1%	-5.5%	-5.3%[76.3 µM]
CSCCC(NS(=O)(=O)c1ccc2c(c1)oc(=O)n2C)C(=O)NCc1ccc(F)cc1 (stereo unspecified)	-2.5%	2.4%	-12.5%[76.3 µM]
Cc1ccc2c(CC(=O)Nc3c(C(=O)c4ccc(F)cc4)oc4ccccc34)coc2c1	?	-4.4%	11.1%[76.3 µM]
Cc1cccc(Cn2ccn(Cc3ccc(Cl)cc3)c(=O)c2=O)c1	9.6%	-8.2%	-1.9%[76.3 µM]
O=C(c1ccc2c(Cl)c3c(nc2c1)CCCC3)N1CCN(c2ccc(Cl)cc2)CC1	6.0%	7.9%	14.3%[76.3 µM]
CCn1cc(C(=O)NCc2ccccc2)c(=O)c2cc(S(=O)(=O)N3CCCCCC3)ccc21	-0.9%	2.5%	-17.1%[76.3 µM]
COc1cccc(OCCn2c(-c3ccc(Cl)cc3)nc3ccccc3c2=O)c1	-1.3%	-4.2%	3.6%[76.3 µM]
